TDP1 cell noCPT – qHTS for Inhibitors of human tyrosyl-DNA phosphodiesterase 1 (TDP1): qHTS in cells in absence of CPT; DT40 Tdp1-/- hTDP1 cells, no CPT, ATP luminescence, 48 h; Potency, µM (titrated, usually from 46.2 µM), without a hit: top-dose activity change, negative = growth inhibition, most hits filed as inhibitors; 15% of 420,000 active; AID 686978, 2013; also: nearly all actives have a fitted effect of over 55% in size
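Chicken DT40 Tdp1-/- cells complemented with human TDP1, screened without camptothecin (DMSO vehicle only), 400 cells/well. Compounds pin-transferred, cells incubated at 37 °C for at least 48 hr. Growth read as ATP-dependent luminescence (CellTiter-Glo, 30 min at RT).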
GCN5L2 inh – GCN5L2 (KAT2A) acetyltransferase inhibition; GCN5L2 HAT assay, ThioGlo1 CoA-SH fluorescence; Potency, µM (series often up to 58.9 µM), for the others: top-dose activity change, negative = inhibition, most hits filed as inhibitors; 0.21% of 390,000 active; AID 504327
Target sequence (Q92830 whole entry, looked up): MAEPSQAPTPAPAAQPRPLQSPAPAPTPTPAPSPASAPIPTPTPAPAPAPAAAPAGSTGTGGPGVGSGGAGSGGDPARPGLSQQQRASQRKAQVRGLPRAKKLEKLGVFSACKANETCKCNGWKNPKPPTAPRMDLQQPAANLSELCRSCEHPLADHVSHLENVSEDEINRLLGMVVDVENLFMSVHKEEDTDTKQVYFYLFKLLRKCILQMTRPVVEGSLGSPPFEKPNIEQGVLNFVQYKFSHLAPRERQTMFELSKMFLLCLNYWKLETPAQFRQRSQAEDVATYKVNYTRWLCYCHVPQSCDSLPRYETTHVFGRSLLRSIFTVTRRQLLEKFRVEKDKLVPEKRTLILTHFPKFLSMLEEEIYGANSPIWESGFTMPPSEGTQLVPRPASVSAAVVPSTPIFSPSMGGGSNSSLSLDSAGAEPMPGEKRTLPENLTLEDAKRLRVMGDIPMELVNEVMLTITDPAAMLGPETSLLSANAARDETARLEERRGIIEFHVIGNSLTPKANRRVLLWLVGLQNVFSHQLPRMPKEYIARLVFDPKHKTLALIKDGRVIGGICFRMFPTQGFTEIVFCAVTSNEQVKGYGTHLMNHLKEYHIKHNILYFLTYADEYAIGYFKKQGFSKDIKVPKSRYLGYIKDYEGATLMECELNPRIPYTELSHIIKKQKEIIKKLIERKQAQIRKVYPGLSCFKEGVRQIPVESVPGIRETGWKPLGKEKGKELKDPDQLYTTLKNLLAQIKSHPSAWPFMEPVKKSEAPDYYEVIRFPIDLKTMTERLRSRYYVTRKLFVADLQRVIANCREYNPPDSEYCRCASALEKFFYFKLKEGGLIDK
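GCN5L2 (20nM final) in 50mM HEPES, 0.1mM EDTA pH 7.5, 0.01% Tween-20 was preincubated 15 min at room temperature with compound, then given ThioGlo1 (50uM), H3(1-25) peptide (75uM) and acetyl-CoA (70uM); CoA-thiol fluorescence (Ex340/Em540) was read at 0 and 20 min.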
TDP1 cell CPT – growth inhibition of DT40 Tdp1-/-;hTDP1 cells with camptothecin (screen for TDP1 inhibitors); AID 686979; Potency, µM (highest dose often 46.2 µM), for the others: top-dose activity change, negative = growth inhibition, most hits filed as inhibitors; chicken DT40 Tdp1-/-;hTDP1 cells + 20 nM CPT, ATP luminescence, 48 h; 12% of 420,000 active; also: nearly all actives have a fitted effect of over 55% in size
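Cell growth measured by CellTiter-Glo luminescence after a minimum 48 h, 37 C compound exposure with 20 nM CPT in Tdp1-knockout DT40 cells stably expressing hTDP1, seeded 400/well; qHTS titration format.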
* marks the source's active call; other numbers are inactive results. Calls follow the shape of the dose curve; as a rule, active = well fitted curve in the direction sought with a large enough effect; inconclusive = small, poorly fitted or top-dose-only effect, or another doubt; inactive = no such curve, though single readings can be large; an effect the other way counts as inactive or inconclusive. % is scaled to controls: 0 for no effect and ±100 for the full control effect; potency is read from the fitted curve at half-maximal effect. These rows are one share of the data; rates above refer to the full screens.

What do the screens show for `O=S(=O)(NCc1ccccc1)c1cccc(S(=O)(=O)N2CCOCC2)c1`?
TDP1 cell noCPT: -16%; GCN5L2 inh: -6%; TDP1 cell CPT: 6%

Results for CSc1ccccc1C(=O)Nc1ccccc1C(=O)N1CCCC1 ?
TDP1 cell noCPT: -11%; GCN5L2 inh: -22%; TDP1 cell CPT: 1%

What do the screens show for `Nc1[nH]c(C(=O)c2ccccc2)c(-c2ccccc2Br)c1C(=O)NCCc1ccc(Cl)cc1Cl`?
TDP1 cell noCPT: inconclusive; TDP1 cell CPT: inconclusive

What do the screens show for `CCOc1cc(C2c3c(-c4ccccc4O)n[nH]c3C(=O)N2CCc2ccccc2)ccc1O` (centres undefined)?
TDP1 cell noCPT: inconclusive; GCN5L2 inh: -8%; TDP1 cell CPT: 16µM*

Results for Cc1ccc(C(=O)N[C@H](C(=O)OCc2nnc(-c3ccccc3)o2)C(C)C)cc1 ?
TDP1 cell noCPT: -19%; GCN5L2 inh: 1%; TDP1 cell CPT: -32%

How did CC(C)CN1CCNC(=O)C1CC(=O)N(C)CC1CCOCC1 (centres undefined) do in these assays?
TDP1 cell noCPT: -16%; GCN5L2 inh: -11%; TDP1 cell CPT: -8%

Results for CCOC(=O)c1cc2sc(C)cc2n1C(C)C(=O)OCC (centres undefined) ?
TDP1 cell noCPT: inconclusive; GCN5L2 inh: 0%; TDP1 cell CPT: -38%

What do the screens show for `Cc1nnc(NC(=O)CSc2nc3ccccc3[nH]2)s1`?
TDP1 cell noCPT: 9%; GCN5L2 inh: -4%; TDP1 cell CPT: -13%

Results for O=C(CCc1nc(-c2ccccc2F)no1)NCc1ccco1 ?
TDP1 cell noCPT: -10%; GCN5L2 inh: -18%; TDP1 cell CPT: -6%

What do the screens show for `COc1ccccc1N1CCN(c2nc3c(S(=O)(=O)c4ccc(C)c(C)c4)nnn3c3ccc(Cl)cc23)CC1`?
TDP1 cell noCPT: -13%; GCN5L2 inh: -13%; TDP1 cell CPT: -10%

What do the screens show for `O=C(CCSCc1ccc(Cl)cc1)NCc1cccnc1`?
TDP1 cell noCPT: -20%; GCN5L2 inh: -6%; TDP1 cell CPT: 5%

What do the screens show for `COc1ccc(-n2c(N)c(C(=O)NCc3ccco3)c3nc4ccccc4nc32)cc1`?
TDP1 cell noCPT: inconclusive; GCN5L2 inh: -4%; TDP1 cell CPT: inconclusive

What do the screens show for `CC12CCC(=O)N1C(C(=O)NCCN1C(=O)S/C(=C\c3ccccc3Cl)C1=O)CS2` (centres undefined)?
TDP1 cell noCPT: inconclusive; GCN5L2 inh: 2%; TDP1 cell CPT: -25%

Results for O=C1C(=O)N(Cc2cccnc2)C(c2ccccn2)/C1=C(/O)c1ccc(F)cc1 (centres undefined) ?
TDP1 cell noCPT: -2%; GCN5L2 inh: -5%; TDP1 cell CPT: 2%

How did O=C(CCN1CCN(C(=O)c2ccco2)CC1)Nc1ccc(F)cc1 do in these assays?
TDP1 cell noCPT: -26%; GCN5L2 inh: -2%; TDP1 cell CPT: -16%

Results for Cc1cc(F)ccc1NC(=O)C1CCN(C(=O)Nc2ccccc2)CC1 ?
TDP1 cell noCPT: -1%; GCN5L2 inh: -11%; TDP1 cell CPT: 7%

Results for COc1ccc(CN(C)CC(=O)Nc2cccc(S(=O)(=O)N(C)c3ccccc3)c2)c(OC)c1 ?
TDP1 cell noCPT: inconclusive; GCN5L2 inh: -9%; TDP1 cell CPT: inconclusive

What do the screens show for `COc1ccc(COC(=O)NC(C(=O)O)c2ccccc2)cc1` (centres undefined)?
TDP1 cell noCPT: -16%; GCN5L2 inh: 0%; TDP1 cell CPT: -17%

Results for O=C(NCc1ccco1)c1ccccc1NS(=O)(=O)c1ccc(Cl)s1 ?
TDP1 cell noCPT: inconclusive; GCN5L2 inh: 3%; TDP1 cell CPT: inconclusive

What do the screens show for `Cc1cccc(C)c1NC(=S)NC(C)(C)CO`?
TDP1 cell noCPT: -4%; GCN5L2 inh: -5%; TDP1 cell CPT: -2%

What do the screens show for `O=C(N/N=C/c1ccc[nH]1)c1cc2ccccc2cc1O`?
TDP1 cell noCPT: inconclusive; GCN5L2 inh: -4%; TDP1 cell CPT: inconclusive

What do the screens show for `Cc1ccc(C)c(NC(=O)N2CCN(C(=O)c3nsc4ccccc34)CC2)c1`?
TDP1 cell noCPT: 18µM*; GCN5L2 inh: -8%; TDP1 cell CPT: inconclusive

How did Nc1sc(-c2ccccc2)cc1C(=O)N/N=C/c1ccc(Cl)cc1 do in these assays?
TDP1 cell noCPT: inconclusive; GCN5L2 inh: 3%; TDP1 cell CPT: inconclusive

Results for Cc1c(C)c2ccc(OC(C)C(=O)NCCN3CCOCC3)c(C)c2oc1=O (centres undefined) ?
TDP1 cell noCPT: 23%; GCN5L2 inh: -4%; TDP1 cell CPT: 2%

Results for COc1ccc2c(CCNC(=O)Nc3ccccc3)c[nH]c2c1 ?
TDP1 cell noCPT: -7%; GCN5L2 inh: -2%; TDP1 cell CPT: 14%

What do the screens show for `Cc1nn(Cc2ccc(C(=O)N/N=C/c3ccncc3)o2)c(C)c1Cl`?
TDP1 cell noCPT: 11%; GCN5L2 inh: -3%; TDP1 cell CPT: inconclusive

Results for Cc1nc(NS(=O)(=O)c2ccccc2)sc1NC(=O)OCCN(C)C ?
TDP1 cell noCPT: 7%; GCN5L2 inh: -9%; TDP1 cell CPT: 14%

What do the screens show for `CC(=O)c1c(N2CCOCC2)nc(=S)n(-c2ccc([N+](=O)[O-])cc2)c1C`?
TDP1 cell noCPT: -9%; GCN5L2 inh: -2%; TDP1 cell CPT: -1%

Results for COc1cc(OC)c(NC(=O)Cn2ncn3c(cc4cc(C)ccc43)c2=O)cc1Cl ?
TDP1 cell noCPT: 3%; GCN5L2 inh: -10%; TDP1 cell CPT: -3%

Results for O=C(NN=C1CCCCC1)Nc1ccccc1Cl ?
TDP1 cell noCPT: -8%; GCN5L2 inh: -12%; TDP1 cell CPT: -16%

Results for O=C(CC1SC(N2CCCC2)=NC1=O)Nc1ccc(C(=O)Nc2ncccc2O)cc1 (centres undefined) ?
TDP1 cell noCPT: 10µM*; GCN5L2 inh: -6%; TDP1 cell CPT: 15µM*

What do the screens show for `CC(C)[C@H](NC(=O)c1cccc(S(=O)(=O)N2CCOCC2)c1)C(=O)OCC(=O)Nc1cccc(Br)c1`?
TDP1 cell noCPT: -27%; TDP1 cell CPT: -27%

Results for CCOC(=O)N1CCN(C(=O)Cn2nc(-c3ccc(Cl)cc3)ccc2=O)CC1 ?
TDP1 cell noCPT: -19%; GCN5L2 inh: -11%; TDP1 cell CPT: -3%

What do the screens show for `O=C(NCN1CCN(c2ccccc2F)CC1)c1ccccc1`?
TDP1 cell noCPT: -1%; GCN5L2 inh: 18%; TDP1 cell CPT: -14%

What do the screens show for `COc1ccc(-c2coc3c(C(=O)NCC4CCOCC4)cccc23)c(C)c1`?
TDP1 cell noCPT: 10µM*; TDP1 cell CPT: 10µM*

How did COc1ccc(NC(=O)c2ccc(-c3ccc([N+](=O)[O-])cc3)o2)cc1 do in these assays?
TDP1 cell noCPT: inconclusive; GCN5L2 inh: -18%; TDP1 cell CPT: inconclusive

What do the screens show for `NC(COCc1ccccc1)c1csc(Nc2ccc(C(=O)c3ccccc3)cc2)n1` (centres undefined)?
TDP1 cell noCPT: inconclusive; TDP1 cell CPT: 15µM*

Results for O=C(Nc1nc2c(s1)CCCC2)c1ccc(S(=O)(=O)N2CCCc3ccccc32)cc1 ?
TDP1 cell noCPT: inconclusive; GCN5L2 inh: -8%; TDP1 cell CPT: inconclusive

What do the screens show for `CCc1cc(=O)oc2c(C)c(OC(C)C(=O)N3CC[C@@]4(O)CCCC[C@H]4C3)ccc12` (some centres undefined)?
TDP1 cell noCPT: -30%; GCN5L2 inh: -1%; TDP1 cell CPT: -15%

How did O=C(CSc1nccn1Cc1ccccc1)NCc1ccco1 do in these assays?
TDP1 cell noCPT: 3%; GCN5L2 inh: -3%; TDP1 cell CPT: -6%

In the list so far, these contain two or more sulfur atoms.
What do the screens show for `O=S(=O)(NCc1ccccc1)c1cccc(S(=O)(=O)N2CCOCC2)c1`?
TDP1 cell noCPT: -16%; GCN5L2 inh: -6%; TDP1 cell CPT: 6%

What do the screens show for `Cc1nnc(NC(=O)CSc2nc3ccccc3[nH]2)s1`?
TDP1 cell noCPT: 9%; GCN5L2 inh: -4%; TDP1 cell CPT: -13%

What do the screens show for `CC12CCC(=O)N1C(C(=O)NCCN1C(=O)S/C(=C\c3ccccc3Cl)C1=O)CS2` (centres undefined)?
TDP1 cell noCPT: inconclusive; GCN5L2 inh: 2%; TDP1 cell CPT: -25%

Results for O=C(NCc1ccco1)c1ccccc1NS(=O)(=O)c1ccc(Cl)s1 ?
TDP1 cell noCPT: inconclusive; GCN5L2 inh: 3%; TDP1 cell CPT: inconclusive

Results for Cc1nc(NS(=O)(=O)c2ccccc2)sc1NC(=O)OCCN(C)C ?
TDP1 cell noCPT: 7%; GCN5L2 inh: -9%; TDP1 cell CPT: 14%

Results for O=C(Nc1nc2c(s1)CCCC2)c1ccc(S(=O)(=O)N2CCCc3ccccc32)cc1 ?
TDP1 cell noCPT: inconclusive; GCN5L2 inh: -8%; TDP1 cell CPT: inconclusive

(listing goes on)
How did CCOC(=O)c1cnc2ccc(OCC)cc2c1N1CCN(c2ccccc2F)CC1 do in these assays?
TDP1 cell noCPT: 12µM*; GCN5L2 inh: -6%; TDP1 cell CPT: 16µM*

What do the screens show for `CC(NC(=O)CCSc1nc(-c2ccc3c(c2)OCO3)cc(C(F)(F)F)n1)c1ccccc1` (centres undefined)?
TDP1 cell noCPT: inconclusive; GCN5L2 inh: 3%; TDP1 cell CPT: 23µM*

What do the screens show for `COc1ccc(NC(=O)N2CCCc3cc(C)ccc32)c(OC)c1`?
TDP1 cell noCPT: -23%; GCN5L2 inh: -8%; TDP1 cell CPT: inconclusive

Results for CCCCNC(=O)c1cc2c(=O)n3cccc(C)c3nc2n(CCN2CCOCC2)c1=N ?
TDP1 cell noCPT: inconclusive; GCN5L2 inh: -1%; TDP1 cell CPT: inconclusive

What do the screens show for `Cc1ccc(Nc2nc(-c3sc(NC(=O)c4ccco4)nc3C)cs2)cc1`?
TDP1 cell noCPT: 13µM*; GCN5L2 inh: -30%; TDP1 cell CPT: inconclusive

What do the screens show for `Cc1nn(CC2CCCCC2)c(N)c1-c1ccccc1`?
TDP1 cell noCPT: inconclusive; GCN5L2 inh: -13%; TDP1 cell CPT: inconclusive

Results for COC(=O)c1ccc2nc(C3CCCCC3)c(CC(C)(C)C)n2c1 ?
TDP1 cell noCPT: inconclusive; TDP1 cell CPT: inconclusive

What do the screens show for `COc1ccc2ccccc2c1CNCc1ccccn1`?
TDP1 cell noCPT: -28%; GCN5L2 inh: -2%; TDP1 cell CPT: -4%

What do the screens show for `CC(=O)Nc1ccc(S(=O)(=O)c2ccc([N+](=O)[O-])cc2)cc1`?
TDP1 cell noCPT: inconclusive; GCN5L2 inh: 1%; TDP1 cell CPT: inconclusive

How did O=C(COc1ccc(F)c(Cl)c1)N1CCN(c2ccccn2)CC1 do in these assays?
TDP1 cell noCPT: -25%; GCN5L2 inh: -10%; TDP1 cell CPT: -10%

How did COc1cc2c(cc1OC)C1=C(C#N)CC/C(=N\S(=O)(=O)c3cccc(Cl)c3)N1CC2 do in these assays?
TDP1 cell noCPT: -9%; GCN5L2 inh: -14%; TDP1 cell CPT: -20%

Results for COCCCn1cnnc1SCC(=O)Nc1ccc(S(=O)(=O)N2CCCC2)cc1 ?
TDP1 cell noCPT: 4%; GCN5L2 inh: -4%; TDP1 cell CPT: 9%

Results for O=C(Nc1ccc(S(=O)(=O)Nc2ccccn2)cc1)c1cccc([N+](=O)[O-])c1 ?
TDP1 cell noCPT: inconclusive; GCN5L2 inh: -4%; TDP1 cell CPT: 2%

Results for Cc1ccc(-n2nc(C)c3c(C)cc(=O)n(CC(=O)NC(C)C)c32)cc1 ?
TDP1 cell noCPT: -13%; GCN5L2 inh: -11%; TDP1 cell CPT: 0%

Screens: PubChem BioAssay, National Center for Advancing Translational Sciences (NCATS)
